proCasp7 act = counter-screen for procaspase-3 activators: activators of human procaspase-7. P55210. recombinant procaspase-7, Ac-DEVD-pNA absorbance 405 nm; D23A/D198A/D206A triple mutant, cannot self-cleave; scale: DMSO 0, 5 µM enzyme 100. activation, % at 8.5 µM. 0.093% of 330,000 active. AID 463210;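 active = percent activation above the screen-wide mean plus 3 SD, cut at about 25% in these data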
Target sequence (P55210 whole entry D23A/D198A/D206A): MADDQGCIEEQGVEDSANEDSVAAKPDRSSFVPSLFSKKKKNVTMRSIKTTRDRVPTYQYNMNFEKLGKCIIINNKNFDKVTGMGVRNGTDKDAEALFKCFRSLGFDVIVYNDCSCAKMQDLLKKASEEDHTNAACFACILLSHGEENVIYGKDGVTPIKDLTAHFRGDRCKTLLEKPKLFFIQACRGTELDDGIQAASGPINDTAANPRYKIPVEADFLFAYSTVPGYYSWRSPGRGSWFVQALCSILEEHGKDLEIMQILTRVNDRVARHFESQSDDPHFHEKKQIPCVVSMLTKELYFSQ
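Assay system: Uncleavable procaspase-7 mutant enzyme; Input: 2 µM procaspase-7 mutant as dispensed; Also added: DEVD-pNA substrate; Medium: Zinc-free HEPES pH 7.4 with 300 mM NaCl, 0.01% Triton X-100; Timing: 1 h compound preincubation, 2 h substrate cleavage, 25 °C; Measured by: Epi-absorbance of released pNA at 405 nm, two timepoints.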
VLA-4 inh = inhibition in a human VLA-4 binding assay; P13612; 0.2% of 330,000 active; inhibition, % (about 7 µM as worked out from the volumes in the protocol); AID 2557; VLA-4 expressing cells, ligand binding flow cytometry; in the data active = inhibition above about 50%
GASC-1 inh = human JMJD2C demethylase inhibition. Q9H3R0. GST-JMJD2C(1-420) H3K9me3 demethylation, DELFIA europium. inhibition, % at 2.35 µM. 0.069% of 330,000 active. AID 2099;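 active = more than half of a compound's replicate wells show inhibition beyond 50%, single wells judged on their own value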;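 also: signal counts dimethyl H3K9 product captured on neutravidin plate; 0% = median of DMSO wells and 100% = 0.3 times that DMSO median; strong numbers were not always called active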
proCasp3 act = activators of human procaspase-3; P42574; AID 463141; 0.11% of 330,000 active; recombinant procaspase-3 D3A, Ac-DEVD-pNA absorbance 405 nm; activation, % at 8.5 µM;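 active = activation above the mean of all tested compounds plus 3 SD, cut at about 21% in these data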;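 also: 0% = DMSO alone and 100% = DMSO wells spiked with extra 5 µM PC-3 D3A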
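Technique: 405 nm absorbance of p-nitroaniline, reads at 0 and 120 min; Test system: Procaspase-3 D3A mutant; Incubation: 1 h enzyme-compound preincubation, then 2 h substrate reaction, 25 °C; Repeats: singlicate, each compound tested once; Benchmarks: low control DMSO wells, high control DMSO plus 5 µM PC-3 D3A.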
CTSL1 counter = blocks F. hepatica cathepsin L1 in PFM18AAP counter-screen. inhibition, % at 5.96 µM. recombinant F. hepatica cathepsin L1, Z-Leu-Arg-MCA fluorescence. 0.49% of 300,000 active;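 active = inhibition above the mean of all tested compounds plus 3 SD, set per screening campaign, cut at about 17% in these data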;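 also: 0% = plate median of test compound wells and 100% = 1 µM Z-Phe-Ala-diazomethylketone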
core dimer inh = blocks dimerization of HCV core protein. TR-FRET GST/Flag-core106 dimerization, 1536-well. AID 1899. inhibition, % at 5 µM. 0.33% of 300,000 active;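 active = inhibition above the mean of all tested compounds plus 3 SD, set per screening campaign, cut at about 45% in these data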
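Material: GST/Flag-tagged HCV core106 proteins. Incubation: 4 h, 22.5 °C incubation. Read-out basis: inhibition (%) from 671 over 617 nm ratio. Measured by: TR-FRET, excitation 340 nm, emission 617 and 671 nm.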
PP5 primary = inhibitors of human protein phosphatase 5 (PP5) | inhibition, % at 6.7 µM | purified PP5c, OMFP substrate fluorescence | AID 1987 | P53041 | 0.18% of 320,000 active;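 active = inhibition above the campaign's mean inhibition across all tested compounds plus 3 SD, cut at about 9.5% in these data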;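 also: 0% = DMSO only and 100% = 100 µM cantharidin control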
Target sequence (P53041 whole entry, looked up): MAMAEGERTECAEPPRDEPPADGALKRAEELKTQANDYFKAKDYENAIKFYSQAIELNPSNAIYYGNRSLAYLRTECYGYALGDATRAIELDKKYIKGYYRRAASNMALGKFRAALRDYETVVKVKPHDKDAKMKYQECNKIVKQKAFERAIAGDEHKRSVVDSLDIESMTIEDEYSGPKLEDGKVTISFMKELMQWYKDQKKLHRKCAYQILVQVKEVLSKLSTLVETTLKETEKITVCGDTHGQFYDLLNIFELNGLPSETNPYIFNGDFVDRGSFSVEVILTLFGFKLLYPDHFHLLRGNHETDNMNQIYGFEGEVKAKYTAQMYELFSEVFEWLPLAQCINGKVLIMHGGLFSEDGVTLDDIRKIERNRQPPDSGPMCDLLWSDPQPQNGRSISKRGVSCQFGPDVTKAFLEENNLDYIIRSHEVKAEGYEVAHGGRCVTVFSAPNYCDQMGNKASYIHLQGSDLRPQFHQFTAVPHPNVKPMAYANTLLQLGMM
GRK2 inh = blocks RNA aptamer binding to human GRK2; P25098; bead flow cytometry, FAM-aptamer displacement from GRK2; inhibition of aptamer binding, % at 10 µM; 0.59% of 330,000 active;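 active = inhibition of aptamer binding above 40%, roughly 3 SD of noise, on plates passing a quality check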;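 also: median bead fluorescence of bound FAM aptamer so fluorescent compounds give negative values; no value below 0 was filed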
PP1 counter = counter-screen for PP5 inhibitors: inhibitors of human PP1-alpha; 0.9% of 320,000 active; inhibition, % at 6.7 µM; P62136; purified PP1alpha, OMFP fluorescence;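 active = inhibition above the mean inhibition of all tested compounds plus 3 SD, computed separately for each screening campaign, cut at about 15% in these data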
The depositor's hits bear a star; · = no result given.

Structure | proCasp7 act | VLA-4 inh | GASC-1 inh | proCasp3 act | CTSL1 counter | core dimer inh | PP5 primary | GRK2 inh | PP1 counter
O=C(NCc1ccco1)c1ccccc1 | -3 | 0 | 12 | 0 | -4 | -5 | 1.4 | 2 | -3
Cc1ccc(NC(=O)CSc2nc(NS(=O)(=O)c3ccccc3)cc(=O)[nH]2)cc1 | -16 | 10 | 1 | 1 | 0 | 4 | 4.0 | 0 | 22*
O=C(O)CSc1nnc(C2COc3ccccc3O2)n1-c1ccccc1 (stereo not drawn) | 11 | -37 | 3 | 1 | -5 | 0 | -0.2 | 2 | 0
Cc1ccc(-c2nc3ccccc3c(=O)n2CCN2CCOCC2)cc1 | 13 | -3 | -3 | -1 | -2 | -6 | 0.2 | 0 | 0
CSc1cccc(NC(=O)/C=C/c2cccc(Cl)c2)c1 | 0 | 17 | -10 | -2 | -1 | 9 | 2.1 | 0 | 3
CC(=O)OCC(=O)[C@@]1(O)CC[C@H]2[C@@H]3CCC4=CC(=O)CC[C@]4(C)[C@H]3C(=O)C[C@@]21C | 3 | 32 | -16 | 3 | -8 | -8 | 2.1 | 3 | -3
Cc1cc(Cl)ccc1OCC(=O)NN1C(=O)C2C3C=CC(C3)C2C1=O (stereo not drawn) | -3 | 11 | -13 | 3 | -18 | 0 | -0.4 | 1 | -2
CCCCC(=O)Nc1cc(N(C)C)nc2ccccc12 | 24 | 15 | -5 | 1 | 2 | -5 | 4.0 | 0 | -5
Cc1nn(CCCC(=O)Nc2c(F)cc(F)cc2Br)c(C)c1[N+](=O)[O-] | 9 | 5 | -8 | 5 | -3 | -2 | 0.5 | 0 | -2
COc1ccc(C2/C=C\CN(C(=O)CC(C)(C)C)CC(=O)N2Cc2ccc(F)cc2)cc1 (stereo not drawn) | 0 | 21 | 7 | 7 | 3 | -6 | 1.9 | 1 | 3
CN1CC(=O)NC1=NC(=O)c1ccc(Cl)c(S(=O)(=O)N2CCCCCC2)c1 | -8 | 0 | -4 | -11 | -15 | 9 | 2.1 | 1 | 5
Nc1nc(SCc2c(Cl)cccc2Cl)n[nH]1 | -1 | 10 | -20 | -3 | -5 | -6 | 3.2 | 12 | -3
O=C(c1ccc(N2CCOCC2)c([N+](=O)[O-])c1)N1CCCCC1 | -2 | 2 | 0 | 1 | 1 | -4 | -0.5 | 3 | -1
CC(C)(C)c1nnc(NC(=O)C2CCN(C(=O)c3ccco3)CC2)s1 | 1 | 1 | 2 | 2 | -1 | -7 | 0.6 | 1 | 2
CCOc1ccc(C(C)C)cc1S(=O)(=O)Nc1ccc(Cl)cn1 | -2 | -5 | -2 | -4 | 2 | 3 | 1.9 | 1 | -1
COC(=O)c1ccc(C2NC(C(=O)O)CS2)cc1 (stereo not drawn) | 0 | 11 | 6 | 5 | 1 | -3 | -2.2 | 0 | 4
Cc1oc2c(c1C(=O)NCCO)CCCC2 | 3 | 2 | -3 | -2 | -1 | -3 | 1.1 | 0 | -5
N#CCC(=O)N1CCN(Cc2ccc3c(c2)OCO3)CC1 | 8 | 5 | 6 | 0 | 7 | 3 | -2.8 | 0 | -2
Cc1ccc(NS(=O)(=O)c2cc(C(=O)N3CCN(CCO)CC3)ccc2C)cc1 | -1 | 9 | · | 2 | · | · | 1.8 | 2 | -2
CCCC(=O)Nc1ccc(-c2nc3cc(C)c(C)cc3o2)cc1 | -13 | -8 | -1 | -4 | 3 | 11 | 4.3 | 5 | 12
COc1cc(C(=O)N2CCN(c3cccc(C)c3C)CC2)cc(OC)c1OC | -1 | 30 | 0 | -2 | -1 | 1 | 3.5 | 0 | 2
COCCNC(=O)CN(C(=O)CCC(=O)Nc1nccs1)c1ccc2c(c1)OCO2 | 0 | 3 | -3 | -8 | 5 | 7 | -1.3 | 1 | 1
Cc1ccccc1CC(=O)NC1CCCCCC1 | -10 | 17 | -1 | 2 | -3 | -7 | 3.8 | 3 | -8
Cc1nc2c(ccc3c([N+](=O)[O-])cccc32)c(C)c1C | 1 | -11 | 2 | 0 | 0 | -61 | -1.4 | 0 | 0
CC(C)CN1C(=S)SC(C)(C)C1n1oc(=O)n(-c2ccc(Cl)cc2)c1=O (stereo not drawn) | -5 | 2 | 0 | -2 | 1 | 5 | 2.5 | 2 | 4
c1ccc2c(c1)Sc1ccccc1-n1cnnc1-2 | 3 | -19 | -1 | -1 | 4 | 4 | -0.9 | 0 | 0
c1ccc2c(c1)nc(N1CCCCCC1)c1ccccc12 | -9 | 16 | 0 | -7 | -1 | 4 | -2.9 | 2 | -5
CC(O)CNc1nc2c(c(=O)n(C)c(=O)n2C)n1Cc1cccc(Br)c1 (stereo not drawn) | -13 | 11 | -7 | -7 | 1 | -10 | 1.9 | 0 | -2
CCC(=NC)C1=C(O)CC(c2ccccc2)CC1=O (stereo not drawn) | -7 | -3 | 4 | 3 | 2 | -2 | 0.6 | 0 | 8
COCc1cc(=O)[nH]c(SCCS(=O)(=O)c2ccc(Cl)cc2Cl)n1 | -9 | 7 | -13 | 0 | -1 | 4 | 0.3 | 2 | -6
CN1CCN(S(=O)(=O)c2ccc3c(c2)OCCO3)CC1 | -4 | 13 | 3 | 4 | -4 | -1 | 0.4 | 3 | -6
CC(=O)Nc1ccc(NC(=O)C(C)O/N=C/c2cccc([N+](=O)[O-])c2)cc1 (stereo not drawn) | 4 | 5 | 9 | 9 | 1 | 5 | -1.2 | 3 | -2
CCOc1cc(/C=C(\C#N)C(=O)Nc2ccc(S(N)(=O)=O)cc2)ccc1OCCN1CCOCC1 | 3 | 5 | 15 | 4 | 0 | -8 | -0.3 | 2 | -4
C#CCOC(=O)C[N+](C)(C)CC=C | -1 | -3 | -8 | -3 | 0 | -4 | 4.5 | 0 | -6
O=C(Nc1ccc(S(=O)(=O)Nc2ncccn2)cc1)c1cccc(S(=O)(=O)N2CCOCC2)c1 | 6 | -3 | 4 | -4 | -6 | -4 | -1.3 | 2 | -5
COCCn1cnnc1SCC(=O)c1ccc(S(=O)(=O)N2CCCC2)cc1 | -10 | 7 | 12 | 5 | -4 | 54* | 2.1 | 0 | 1
COc1cccc(C2CC(C(F)(F)F)n3ncc(C(=O)NCc4ccco4)c3N2)c1 (stereo not drawn) | 5 | 8 | 1 | -1 | 0 | 7 | 1.2 | 1 | -1
COc1ccc(NC(=O)CSc2nnc(-c3cccs3)n2N)c(OC)c1 | 13 | 14 | 169 | 0 | -1 | -4 | -0.6 | 1 | -6
Cc1nnsc1-c1nc2ccccc2[nH]1 | -9 | -5 | -10 | -1 | -2 | 0 | 3.7 | 0 | 0
C/C(=N\Nc1ccc([N+](=O)[O-])cc1[N+](=O)[O-])C(C)(C)C(C(=O)O)C(=O)O | -15 | -6 | -2 | -11 | 4 | -12 | 2.0 | 0 | 0
Cc1ccc(NC(=O)C2(c3ccc([N+](=O)[O-])cc3)CCCC2)cc1 | -1 | -4 | 8 | 4 | -5 | -2 | 2.8 | 0 | -1
CCOC(=O)C1=C(N)OC2=C(C(=O)CCC2)C1c1ccc2c(c1)OCO2 (stereo not drawn) | -1 | 4 | 12 | -14 | 2 | 7 | -1.3 | 0 | 1
COc1ccc(NC(=O)CCCCCN2C(=O)c3cccc([N+](=O)[O-])c3C2=O)c(OC)c1 | 7 | 9 | -1 | 4 | -1 | 17 | -0.1 | 0 | 0
C=CCN1C2CCCC1CC(NC(=O)Nc1cccc(C(C)=O)c1)C2 (stereo not drawn) | 5 | -10 | -7 | 9 | 1 | -5 | 2.5 | 0 | 3
CCCCCCNC(=O)c1c(O)c2ccccc2[nH]c1=O | -3 | 2 | -2 | -4 | 3 | 4 | 2.1 | 0 | 8
COc1ccc(CCN2CC(O)=C(c3nc4ccccc4c(=O)[nH]3)C2=N)cc1OC | 15 | 11 | -23 | 2 | 0 | -3 | 2.9 | 4 | -1
CC1=C(C)C(=O)OC(C(C)C2CCC3C4CC=C5CC(OC6OC(COC7OC(CO)C(O)C(O)C7O)C(O)C(O)C6O)CC(O)C5(C)C4CCC23C)C1 (stereo not drawn) | 7 | 3 | -13 | 9 | -1 | -2 | 3.3 | 1 | -3
O=C(Nc1ccc(F)c(F)c1)c1ccc(-n2cncn2)c([N+](=O)[O-])c1 | -3 | -2 | 2 | -1 | · | · | 1.7 | 0 | -4
Cc1ccc(/C=C2\SC(=S)N(CC(=O)Nc3ncc(Cc4ccccc4Cl)s3)C2=O)cc1 | -11 | 12 | -12 | 2 | -2 | 32 | 2.9 | 4 | 0
Cc1ccc(N2C(=O)CS(=O)(=O)CC2=O)cc1 | -3 | 8 | 10 | -5 | -2 | 3 | 2.4 | 3 | 2

Following part:
Structure | proCasp7 act | VLA-4 inh | GASC-1 inh | proCasp3 act | CTSL1 counter | core dimer inh | PP5 primary | GRK2 inh | PP1 counter
COc1ccc(C(=O)N2CCCC2)cc1S(=O)(=O)N1CCOCC1 | 4 | 7 | -7 | 0 | -4 | -5 | 0.7 | 0 | -3
Cc1cc(C(=O)Nc2cccc(C(=O)O)c2)c(C)o1 | 5 | 14 | 2 | -2 | -2 | -2 | 2.1 | 1 | -7
O=C(Nc1cc(C(F)(F)F)ccc1Cl)c1cccnc1 | -5 | -4 | 1 | 6 | -2 | -10 | 6.4 | 1 | -1
O=C(COc1ccccc1[N+](=O)[O-])N/N=C/c1cccc(OC(=O)c2ccc3c(c2)OCO3)c1 | -5 | 13 | 2 | 4 | 2 | 30 | 1.1 | 0 | 2
COc1cc(C(=O)NCC(=O)NCCN2C(=O)S/C(=C\c3ccccc3Cl)C2=O)cc(OC)c1OC | -5 | 3 | 3 | 8 | 3 | 4 | -2.0 | 0 | 0
Nc1cc(N)nc(SCC(=O)NC(=O)NC2CCCC2)n1 | -4 | -4 | -5 | -5 | · | · | 1.4 | 9 | -3
Cc1ccc2cc(C#N)c(NCCNC(=S)NCCCN3CCOCC3)nc2c1 | 1 | -3 | -1 | 0 | 11 | -5 | 0.6 | 0 | 1
O=C(CCCN1C(=O)/C(=C/c2cccs2)SC1=S)Nc1cccnc1 | -7 | 26 | 1 | -12 | -2 | -2 | 4.5 | 1 | 2

One compound at a time (already shown). Order of screens: proCasp7 act | VLA-4 inh | GASC-1 inh | proCasp3 act | CTSL1 counter | core dimer inh | PP5 primary | GRK2 inh | PP1 counter
COc1ccc(C(=O)N2CCCC2)cc1S(=O)(=O)N1CCOCC1 is listed with 4 | 7 | -7 | 0 | -4 | -5 | 0.7 | 0 | -3
O=C(Nc1cc(C(F)(F)F)ccc1Cl)c1cccnc1 is listed with -5 | -4 | 1 | 6 | -2 | -10 | 6.4 | 1 | -1
Cc1cc(C(=O)Nc2cccc(C(=O)O)c2)c(C)o1 is listed with 5 | 14 | 2 | -2 | -2 | -2 | 2.1 | 1 | -7

Compound activity from PubChem.
